Bioassay records as filed in PubChem BioAssay.
Hsp70 inhibitors: Hsp70 inhibitors, probe displacement, primary screen, biochemical, fluorescence polarization (AID 583); Hsp70 fluorescence polarization probe displacement, mP; higher % means a stronger effect; one-dose displacement, % at 20 µM; IC50 in µM for titrated hits; 0.06% of 140,000 active; in the data active means displacement above about 50%;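 further: plate controls were vehicle for no effect and reference ligand for full effect; a part of the inactive calls stands beside numbers as strong as those of hits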
Rat MKP-3 inhibitors: inhibition of rat DUSP6 enzyme activity – biochemical, in vitro, primary screen (AID 425). recombinant MKP-3 phosphatase activity, fluorescence; higher % means a stronger effect. one-dose inhibition, % at 20 µM; IC50 in µM for titrated hits. 0.17% of 110,000 active; in the data active means inhibition above about 50%;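 further: plate controls were vehicle for no effect and reference inhibitor for full effect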
An asterisk follows results filed as active; . = not tested or not shown; & = joins results of further samples. An excerpt, so the mix of outcomes need not match the whole.

Hsp70 inhibitors	Rat MKP-3 inhibitors	mol
-3.3%	-6%	COC(=O)c1ccc(CNC(=O)CNc2cc(C(F)(F)F)ccc2N2CCOCC2)cc1
2.7%	-2%	COc1ccc(N2CCN(C(=O)CSc3nnc(-c4ccc5[nH]c(C)c(C)c5c4)o3)CC2)cc1
1.3%	9%	O=C(Nc1ccc2nn(-c3ccc(Cl)cc3)nc2c1)c1cccnc1
4.7%	0%	CC1=CC(C)(C)N=C(Nc2ccc(C)cc2)S1
-6.7%	.	CCn1nccc1C(=O)Nc1nc2ccccc2n1CCN1CCCCC1
-2.3%	-8%	CC(=O)c1cccc(NC(=O)C2CCN(S(C)(=O)=O)CC2)c1
7.3%	0%	COc1cccc2sc(NC(=O)c3ccc(S(=O)(=O)N4CCCCC4)cc3)nc12
-4.3%	-2%	COC(=O)c1cc(Cl)c(NC(=O)COc2ccc(C)cc2C(C)(C)C)cc1OC
0.4%	4%	COc1ccccc1C(=O)N1CCN(C(=O)c2cccs2)CC1
-5.2%	0%	CC(C)(C)c1cc(C=NN2CCN(Cc3ccccc3)CC2)cc(C(C)(C)C)c1O
-3.3%	1%	O=C(O)/C=C/c1ccc(-c2ccccc2Cl)o1
0.7%	-11%	O=C(NC(Cc1ccc([N+](=O)[O-])cc1)C(=O)NCc1ccco1)OCc1ccccc1 (centres undefined)
-2.2%	0%	Nc1nc(-c2ccccc2)cc(C(F)(F)F)n1
-2.0%	3%	O=C1c2ccccc2/C(=N/N=C/c2ccccc2)C1C(=O)C(c1ccccc1)c1ccccc1 (centres undefined)
-2.1%	.	COc1ccc(C2C3=C(CCCC3=O)Nc3c(-c4ccccc4)c(C)nn32)cc1 (centres undefined)
-4.9%	2%	CCOC(=O)c1c(NC(=O)c2ccc(S(=O)(=O)N3CCOCC3)cc2)sc(C)c1C
-0.7%	0%	CCOC1C(OCC)N(S(C)(=O)=O)CCN1S(C)(=O)=O (centres undefined)
5.5%	-5%	NC(=O)NC(c1ccccc1)c1ccc(I)cc1 (centres undefined)
-3.4%	.	Cc1ccc2[nH]c(=O)c(CN(CCCN(C)C)C(=O)Nc3ccc(Cl)cc3)cc2c1
-1.3%	0%	CCOC(=O)C1C(=O)Nc2nc3ccccc3n2C1C(C)C (centres undefined)
2.8%	3%	Cc1ccc(S(=O)(=O)N(CCc2ccccc2)CC(=O)Nc2ccc(Cl)cc2Cl)cc1
-1.3%	.	Cc1cccc(NS(=O)(=O)c2ccc(Br)s2)n1
-4.0%	9%	O=C(COC(=O)Cn1[nH]c(=O)c2ccccc2c1=O)Nc1ccc2c(c1)OCO2
-1.4%	-8%	COc1nnnc2c1sc1nc(N3CCOCC3)c3c(c12)CC(C)(C)OC3
6.1%	-8%	CN1CCCC(OC(=O)COc2ccc(Br)cc2)C1 (centres undefined)
5.0%	2%	Cc1ccc(N2C(=O)CN=C2Nc2nc(C)cc(C)n2)c(C)c1
-0.3%	.	CC(C)C(NC(=S)NCc1ccccc1)C(=O)O (centres undefined)
0.2%	-2%	Cc1cc(C)cc(CC(C(=O)Nc2ccc(I)cc2)C(C)C(=O)O)c1 (centres undefined)
6.8%	.	O=c1c2c3c(sc2ncn1-n1cccc1)CCCCC3
-3.1%	-9%	O=C(Nc1nc2ccc(S(=O)(=O)N3CCCC3)cc2s1)c1cccs1
3.3%	-2%	NC(=O)c1sc2cc(F)ccc2c1Cl
7.6%	0%	COc1cccc(N(CC(=O)Nc2ccccc2)S(=O)(=O)c2ccccc2)c1
-3.1%	-2%	O=C(Nn1cnnc1)c1cc(-c2ccccn2)nc2ccccc12
1.6%	3%	O=C(O)c1cccc(N/C(=N\S(=O)(=O)c2ccccc2)c2ccccc2)c1
0.1%	1%	CC(=O)NC1=NC(=O)/C(=C\c2ccc(C(C)(C)C)cc2)S1
1.1%	1%	Cc1nn(CC(=O)N2CCCCC2)c(=O)c2ccccc12
4.9%	0%	COc1ccc(/C=C/C(=O)Nc2ccc(Cl)c3c2C(=O)c2ccccc2C3=O)cc1
4.0%	.	CCn1c(SCC(=O)Nc2oc(-c3ccccc3)c(-c3ccccc3)c2C#N)nnc1-c1ccncc1
2.3%	3%	CC(=O)c1cccc(NC(=O)CCCOc2ccccc2)c1
-0.1%	2%	Cn1c(=O)cc(SCC(=O)N2CCCC2)c2ccccc21
-0.6%	-1%	CCCOc1ccc(C2C(=O)N(C3CCCCC3)CC(=O)N2CCCOCC)cc1OC (centres undefined)
1.4%	-1%	CC1N=C2c3ccccc3N=C(SCc3cc(=O)n4cc(Cl)ccc4n3)N2C1=O (centres undefined)
-1.7%	14%	Cc1nc(CC(=O)c2c(C)cc(O)cc2O)cs1
0.8%	-4%	c1ccc(OCc2nc(-c3ccccc3)no2)cc1
2.0%	-1%	O=C(NC(=S)Nc1ccc([N+](=O)[O-])cc1)c1ccco1
1.1%	.	Cc1cc(Cl)c(S(=O)(=O)N2CCCCCC2)cc1OCC(=O)NC1CCCCC1
-1.7%	6%	Cc1cc(C(=O)CN2CC(C)OC(C)C2)c(C)n1-c1ccccc1 (centres undefined)
-0.8%	-12%	CC(C)(C)n1c(=O)[nH]c2c(c1=O)CCC2
-0.8%	-2%	COc1cc2c(cc1OC)CN(CC(=O)NC(=O)NCc1ccco1)CC2
-4.4%	-9%	CCCC(=O)N=C1SC2CS(=O)(=O)CC2N1c1ccc(C(C)=O)cc1 (centres undefined)
3.3%	-3%	COc1nc(-c2ccccc2)cc(-c2ccccc2)n1
0.7%	.	COc1ccc(NC(=O)CCN2CCN(S(=O)(=O)c3ccc(Cl)cc3)CC2)cc1
-5.1%	4%	CN1/C(=C\C(=O)Nc2ccc(Br)cc2)C(C)(C)c2ccccc21
0.2%	3%	COc1cc(C2C3=C(CC(C)(C)CC3=O)OC3=C2C(=O)CC(C)(C)C3)cc(Br)c1OCc1ccccc1
-3.1%	6%	COc1ccc(CN2CCN(C(=O)c3ccc(-c4ccccc4)cc3)CC2)c(OC)c1
-2.1%	3%	Cc1ccc(CNC(=O)C(=O)NCc2ccncc2)cc1
-9.4%	1%	COc1ccc(/C=C2\C(=O)NC(=O)N(c3cccc(Br)c3)C2=O)c(OC)c1
0.3%	-2%	COc1ccc(OC)c(C(=O)CSc2nnc(-c3ccc(OC)c(OC)c3)o2)c1
5.8%	-5%	c1ccc(CCc2nn3c(Cc4ccccc4)nnc3s2)cc1
-0.3%	4%	O=C(c1ccccc1C(F)(F)F)N1CCN(S(=O)(=O)c2ccccc2)CC1

Some of the entries above in another layout.
SMILES	Hsp70 inhibitors	Rat MKP-3 inhibitors
COC(=O)c1ccc(CNC(=O)CNc2cc(C(F)(F)F)ccc2N2CCOCC2)cc1	-3.3%	-6%
COc1ccc(N2CCN(C(=O)CSc3nnc(-c4ccc5[nH]c(C)c(C)c5c4)o3)CC2)cc1	2.7%	-2%
O=C(Nc1ccc2nn(-c3ccc(Cl)cc3)nc2c1)c1cccnc1	1.3%	9%
CC1=CC(C)(C)N=C(Nc2ccc(C)cc2)S1	4.7%	0%
CCn1nccc1C(=O)Nc1nc2ccccc2n1CCN1CCCCC1	-6.7%	.
CC(=O)c1cccc(NC(=O)C2CCN(S(C)(=O)=O)CC2)c1	-2.3%	-8%
COc1cccc2sc(NC(=O)c3ccc(S(=O)(=O)N4CCCCC4)cc3)nc12	7.3%	0%
COC(=O)c1cc(Cl)c(NC(=O)COc2ccc(C)cc2C(C)(C)C)cc1OC	-4.3%	-2%
COc1ccccc1C(=O)N1CCN(C(=O)c2cccs2)CC1	0.4%	4%
CC(C)(C)c1cc(C=NN2CCN(Cc3ccccc3)CC2)cc(C(C)(C)C)c1O	-5.2%	0%
O=C(O)/C=C/c1ccc(-c2ccccc2Cl)o1	-3.3%	1%
O=C(NC(Cc1ccc([N+](=O)[O-])cc1)C(=O)NCc1ccco1)OCc1ccccc1 (centres undefined)	0.7%	-11%
Nc1nc(-c2ccccc2)cc(C(F)(F)F)n1	-2.2%	0%
O=C1c2ccccc2/C(=N/N=C/c2ccccc2)C1C(=O)C(c1ccccc1)c1ccccc1 (centres undefined)	-2.0%	3%

The list continues.
Hsp70 inhibitors	Rat MKP-3 inhibitors	mol
7.7%	-6%	CCCOC(=O)CSc1nnc(-c2ccccc2Cl)o1
-1.3%	-13%	O=C(Oc1cccnc1)c1ccc(Cl)c(Cl)c1
0.4%	.	CC1=C(C(=O)OC(C)C)C(c2ccc(C)o2)NC(=O)N1 (centres undefined)
4.5%	.	COCCN1Cc2cccc(C(=O)N3CCN(c4ccccc4)CC3)c2C1=O
-3.9%	1%	COc1ccc(Cl)cc1C(=O)Nn1cnc2ccccc2c1=O
-3.4%	.	O=C(OCC#CCSc1nnc(-c2ccc([N+](=O)[O-])cc2)o1)c1cccs1
-62%	4%	CN1CCN(c2nc3ccccn3c(=O)c2/C=C2\SC(=S)N(CCc3ccccc3)C2=O)CC1
-0.8%	4%	CCOC(=O)Oc1ccc2oc(C)c(C(=O)OCCOC)c2c1
1.0%	-6%	COc1ccc(NC(=O)C2=C(C)C(=O)OC23CCC(C)CC3)c(OC)c1 (centres undefined)
-4.7%	5%	COc1cccc(/C=N/Nc2nc3nonc3nc2Nc2cccc(C)c2C)c1O
0.6%	-3%	COc1ccc(C2C(C(C)=O)=C(O)C(=O)N2CC2CCCO2)cc1OC (centres undefined)
-3.2%	4%	CCc1c(C#N)c(N)nc(SCC(=O)c2ccc(-c3ccccc3)cc2)c1C#N
-8.1%	-1%	COC(=O)C1=C(C)NC2=C(C(=O)CC(c3ccccc3)C2)C1c1ccc(O)c([N+](=O)[O-])c1 (centres undefined)
0.5%	.	CC/C(O)=N\S(=O)(=O)c1ccc(N=NN(C)C)cc1
4.2%	-2%	Cc1cc2n(n1)C(c1ccc(O)cc1)Nc1ccccc1-2 (centres undefined)
-18%	0%	CC(=O)N(/C=C1\Sc2ccccc2C1=O)c1ccc(C)cc1
-3.2%	-5%	COc1cc2[nH]c(=O)n(CCCCCC(=O)N3CCN(c4ccccc4)CC3)c(=O)c2cc1OC
-2.3%	1%	CCOC(=O)c1ccc(NC2=NC(C)(C)Cc3ccccc32)cc1
9.1%	.	COc1ccc(CCNC(=O)CCC(=O)N2CCN(S(=O)(=O)c3ccc(Cl)cc3)CC2)cc1OC
5.7%	0%	O=P(O)(CN1CCCCCC1)CN1CCCCCC1
0.9%	.	Cc1ccc(CN(c2ccc(C(=O)Nc3ccc4c(c3)OCO4)cc2)S(C)(=O)=O)cc1
-0.4%	-3%	Cc1ccccc1Cn1c(=O)n(Cc2ccco2)c(=O)c2ccccc21
0.3%	-10%	COC(=O)[C@@H](NC(=O)Nc1ccc(C(C)=O)cc1)C(C)C
1.6%	-5%	COc1ccc(-c2cc(C(=O)NCc3ccccc3)c3ccccc3n2)cc1
-1.2%	0%	O=C(O)c1ccccc1SCCSc1ccccc1C(=O)O
0.7%	1%	COc1cc(-c2ncnn2-c2ccc(F)c([N+](=O)[O-])c2)ccc1OCc1ccccc1
4.1%	-11%	CCOC(=O)c1c(C)[nH]c(C(=O)OCC(=O)N2CC(C)OC(C)C2)c1C (centres undefined)
4.7%	0%	COC(=O)c1cc(NC(=O)C(Sc2ccccc2)c2ccccc2)cc(C(=O)OC)c1 (centres undefined)
0.3%	-2%	O=S(=O)(Nc1ccc(Cl)cc1Cl)c1ccc2ccccc2c1
5.6%	.	O=C(C1=C(O)C(=O)N(c2ncccn2)C1c1ccc(Cl)cc1)c1ccco1 (centres undefined)
-2.5%	-4%	O=C(c1cc2ccccc2o1)N1CCN(c2ccccc2Cl)CC1
3.8%	-6%	COC(=O)c1cc(OC)c(OC)cc1NC(=O)c1c(-c2ccccc2Cl)noc1C
2.4%	2%	COCC(=O)NCc1ccc2c(c1)OCO2
-7.0%&2.8%	-9%&2%	Nn1c(Nc2ccccc2)nc2ccccc2c1=O
-11%	20%	Cc1ccc(-c2nc3ncccc3o2)cc1NC(=O)c1cccc2c(Br)cccc12
0.6%	-6%	CCOC(=O)CSc1nc2cc(C(=O)NCc3ccco3)ccc2c(=O)n1C1CCCCC1
2.9%	-1%	COc1ccc(OC)c(C2NC(=S)NC(C)=C2C(=O)Nc2ccc(C)cc2)c1 (centres undefined)
-0.1%	6%	O=C(Nc1ccccc1-c1nc2ccccc2[nH]1)c1ccc(Cl)cc1Cl
4.0%	7%	CCOC(=O)Nc1ccc2c(c1)Sc1ccccc1N2C(=O)CCN1CCOCC1
-3.1%	2%	Nc1ccc(Br)c(NC(=O)c2ccccc2)c1
0.4%	4%	COc1ccccc1NC(=O)C1=C(C)NC(=S)NC1c1ccccc1F (centres undefined)
-1.5%	-6%	CC(C(=O)Nc1cc(C(F)(F)F)ccc1N1CCOCC1)N1C(=O)C2CC=CCC2C1=O (centres undefined)
-1.1%	6%	CC(C)CCn1c(N2CCN(Cc3ccccc3)CC2)nc2c1c(=O)[nH]c(=O)n2C
-16%	-2%	C/C(=N\Nc1cc(-c2ccccc2)nc(C)n1)c1cccc(N)c1
1.8%	1%	O=C1NC(c2ccccc2)=C(c2ccc3ccccc3n2)C(c2ccc([N+](=O)[O-])cc2)N1 (centres undefined)
2.8%	6%	CC1=C(C(=O)OCCc2ccccc2)C(c2ccc3c(c2)OCO3)C2=C(CC(C)(C)CC2=O)N1 (centres undefined)
3.1%	-4%	c1ccc2c(c1)sc1nnnn12
2.1%	0%	O=C1c2ccccc2C(=O)c2c1nc1n2CCOC1
5.0%	3%	COc1ccc2ccccc2c1C=Nc1ccc(C)c(I)c1
2.7%	4%	COc1cc(C=O)ccc1Oc1ccc([N+](=O)[O-])cn1
1.9%	.	O=C(c1ccc(F)cc1)N1CCCCC(Sc2nnnn2-c2ccccc2)C1=O (centres undefined)
